Screens from PubChem BioAssay.
A549 viability: Nrf2 qHTS screen for inhibitors: counterscreen for cytotoxicity; AID 504648, 2011; Potency, µM (titrated, usually from 46 µM), for the others: at the highest dose activity change, negative = cytotoxicity, most hits filed as inhibitors; 390,000 tested, 0.16% active; A549 ARE-Fluc cells, CellTiter-Fluor viability, 18-24 h; also: % is scaled to controls: 0 for no effect and ±100 for the full control effect
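A549 ARE-Fluc cells in 5% FBS OPTI-MEM, 5000 cells/well, rested 2 h then exposed to compounds in concentration-response for 18-24 h at 37 °C. Viability by CellTiter-Fluor fluorescence (Ex 405/Em 525) after 30 min; luciferase luminescence (BugLite, 15 min, RT) read afterwards.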
ATXN2 expr inh: Primary qHTS for Inhibitors of ATXN expression; HEK-293 ATXN2-luciferase reporter, luminescence, 24 h; Potency, µM (doses to about 57 µM), for inactives: top-dose activity change, negative = inhibition, most hits filed as inhibitors; 360,000 tested, 0.72% active; AID 1745845, 2022; also: % is scaled to controls: 0 for no effect and ±100 for the full control effect; nearly all actives have a fitted effect of over 55% in size
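qHTS (up to 57 uM final) was run with 24 h compound exposure of reporter cells at 37 °C. Each well was multiplexed: SteadyGlo luminescence measured ATXN2-luciferase expression after a fluorogenic Gly-Phe-AFC viability readout (25 uM final).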
Nrf2 inh: Nrf2 qHTS screen for inhibitors. A549 ARE-Fluc reporter, luciferase luminescence, 18-24 h. Potency, µM (highest dose often 46 µM), for the others: at the top dose activity change, negative = inhibition, hits mostly inhibitors. 360,000 tested, 2.1% active. AID 504444, 2011; also: % is scaled to controls: 0 for no effect and ±100 for the full control effect; nearly all actives have a fitted effect of over 60% in size
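A549 ARE_Fluc cells, 5000/well, 5% FBS OPTI-MEM; compounds in dose-response, 18-24 h at 37 °C/5% CO2; CellTiter-Fluor viability read (Ex 405/Em 525), then BugLite luciferase luminescence = Nrf2 activity.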
EPAC2 antag: qHTS for Antagonist of cAMP-regulated guanine nucleotide exchange factor 2 (EPAC2): primary screen; 360,000 tested, 0.18% active; Rap guanine nucleotide exchange factor 4 (Homo sapiens), Q8WZA2; EPAC2 GEF exchange of Rap1B-BODIPY-GDP, fluorescence; AID 720708, 2013; Potency, µM (highest dose often 114 µM), for the others: at the top dose activity, negative = inhibition, usual class: inhibitors; also: % is scaled to controls: 0 for no effect and ±100 for the full control effect; nearly all actives have a fitted effect of over 45% in size; many of its hits are not listed in these tables
Target sequence (Q8WZA2 whole entry, looked up): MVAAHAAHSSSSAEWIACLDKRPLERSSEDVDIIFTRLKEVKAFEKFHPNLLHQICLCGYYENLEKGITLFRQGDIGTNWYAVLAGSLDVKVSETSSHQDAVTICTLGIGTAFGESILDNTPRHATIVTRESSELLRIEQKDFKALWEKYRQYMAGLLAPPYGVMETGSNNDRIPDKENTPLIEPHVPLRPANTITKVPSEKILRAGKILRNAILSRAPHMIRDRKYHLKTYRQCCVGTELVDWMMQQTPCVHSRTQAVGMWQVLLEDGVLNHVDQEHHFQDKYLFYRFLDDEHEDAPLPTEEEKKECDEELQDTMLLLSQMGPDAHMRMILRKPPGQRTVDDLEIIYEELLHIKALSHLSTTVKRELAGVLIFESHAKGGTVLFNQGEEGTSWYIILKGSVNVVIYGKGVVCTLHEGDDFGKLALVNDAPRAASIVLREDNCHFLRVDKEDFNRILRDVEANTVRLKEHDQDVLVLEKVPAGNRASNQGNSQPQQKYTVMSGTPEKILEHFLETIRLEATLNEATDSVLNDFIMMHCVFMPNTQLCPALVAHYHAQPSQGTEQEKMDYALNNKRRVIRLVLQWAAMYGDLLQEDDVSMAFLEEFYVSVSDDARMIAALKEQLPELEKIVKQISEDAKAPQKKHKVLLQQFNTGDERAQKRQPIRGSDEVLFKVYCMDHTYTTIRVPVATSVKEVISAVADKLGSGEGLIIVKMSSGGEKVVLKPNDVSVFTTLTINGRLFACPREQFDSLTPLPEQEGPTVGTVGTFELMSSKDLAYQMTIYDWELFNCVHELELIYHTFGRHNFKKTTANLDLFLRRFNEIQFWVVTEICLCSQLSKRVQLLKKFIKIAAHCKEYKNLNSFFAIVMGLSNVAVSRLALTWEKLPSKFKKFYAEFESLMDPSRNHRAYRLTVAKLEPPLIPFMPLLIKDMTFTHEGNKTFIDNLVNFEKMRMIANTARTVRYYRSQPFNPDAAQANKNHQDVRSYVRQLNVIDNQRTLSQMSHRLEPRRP
MCF10A rereplic: A quantitative high throughput screen for small molecules that induce DNA re-replication in MCF 10a normal breast cells | MCF 10A DNA re-replication, Hoechst nuclear intensity, 48 h | 350,000 tested, 2.9% active | Potency, µM (highest dose often 46.1 µM), for inactives: at the highest dose activity, positive = re-replication, actives largely listed as activators | AID 624296, 2012; also: % of control where 0% means no effect; nearly all actives have a fitted effect of over 50% in size
Nrf2 ARE act: qHTS of Nrf2 Activators. AREc32 ARE-luciferase reporter (MCF7-derived line), luminescence, 24 h. Potency, µM (highest dose often 46.1 µM), without a hit: top-dose activation, most hits filed as activators. 410,000 tested, 0.31% active; also: % of control where 0% means no effect; nearly all actives have a fitted effect of over 65% in size
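Steps: seed AREc32_Fluc cells (1000/well, 5% FBS OPTI-MEM); incubate overnight at 37 deg C; add 23 nL compound; incubate 24 hr; add Steady-Glo; hold 30 min RT; read luminescence.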
S2 tox: Viability Counterscreen for Primary qHTS for Inhibitors of ATXN expression; AID 651635, 2014; S2 cells (HEK-293 line with an ATXN2-luciferase reporter) viability, CellTiter-Fluor protease fluorescence, 24 h; 400,000 tested, 0.49% active; Potency, µM (top dose mostly 56.7 µM), usual class: cytotoxic; also: nearly all actives have a fitted effect of over 40% in size
TGFb SMAD3 inh: qHTS for Inhibitors of TGF-b. 410,000 tested, 1.2% active. Potency, µM (top dose mostly 46.1 µM), for the others: at the highest dose activity, negative = inhibition, hits mostly inhibitors. HepG2 CAGA-GFP TGF-b/SMAD3 reporter, GFP fluorescence, 18 h; TGF-beta stimulated, 500 pg/mL final; also: % is scaled to controls: 0 for no effect and ±100 for the full control effect; nearly all actives have a fitted effect of over 65% in size
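Read-out: total well GFP (ex488/em500-530) summed from mean per-cell fluorescence. Cells: HEPG2 CAGA-GFP, 1% FBS DMEM, 18 h at 37 degrees C with 500 pg/mL final TGF-beta. Unstimulated wells served as the full-inhibition control; stimulated DMSO wells = 0%.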
HepG2 tox: qHTS for Inhibitors of TGF-b: Cytotox Counterscreen; HepG2 CAGA-GFP viability, ATP luminescence, 18 h; Potency, µM (series often up to 46.1 µM), for inactives: top-dose activity change, negative = cytotoxicity, most hits filed as cytotoxic; 410,000 tested, 0.76% active; also: some results filed as inactive show a strong effect at the top dose
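CellTiter-Glo luminescence gave cytotoxicity after 18 hours at 37 degrees C. The cells were HepG2 CAGA-GFP in 1% FBS DMEM, stimulated with 500 pg/mL TGF-beta after compound addition. %Activity was normalised to no-cell wells (complete cell-killing) and DMSO (no toxicity), and curves were fitted and classified.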
* = called active by the depositor; i = inactive; ? = inconclusive; nt = no result given; & = joins results of further samples; [ ] = dose if it differs, or a comment. Calls follow the shape of the dose curve; as a rule, active = well fitted curve in the direction sought with a large enough effect; inconclusive = small, poorly fitted or top-dose-only effect, or another doubt; inactive = no such curve, though single readings can be large; an effect the other way counts as inactive or inconclusive. Potency is read from the fitted curve at half-maximal effect. An excerpt, so the mix of outcomes need not match the whole.

compound	A549 viability	ATXN2 expr inh	Nrf2 inh	EPAC2 antag	MCF10A rereplic	Nrf2 ARE act	S2 tox	TGFb SMAD3 inh	HepG2 tox
CC(=O)N1CCN(C(=O)CCc2cc(C(C)(C)C)c(O)c(C(C)(C)C)c2)CC1	8%	1%	0%	-5%	10%	3.0%	i	-6%	-14%
COC(=O)c1[nH]nc(-c2ccccc2)c1-c1ccccc1	5%	-8%	-15%	-12%	23%	0.1%	i	?	-87%
CCOC(=O)c1ccc(NC(=O)N(CC)CC)cc1	3%	17%	2%	7%	-1%	-0.1%	i	18%	-17%
O=C(O)CSCC(=O)Nc1cccc(C(F)(F)F)c1	-2%	2%	-12%	-12%	1%	0.3%	i	-7%	12%
O=C1NC2(CCc3ccccc3C2)C(=O)N1CCOc1cccc(Cl)c1 (centres undefined)	7%	-1%	17%	-15%	1%	-0.2%	i	3%	4%
O=C1CC(SCc2nc3ccccc3[nH]2)C(=O)N1c1ccc(F)c(Cl)c1 (centres undefined)	0%	nt	-15%	-4%	0%	3.7%	nt	0%	-1%
CC1CC1C(=O)OCC(=O)Nc1ccc2[nH]c(=O)[nH]c2c1 (centres undefined)	-3%	nt	9%	5%[57.1 µM]	2%	3.3%	i	2%	9%
CC(C)C1Cc2[nH]c(=S)[nH]c(=O)c2C(c2ccc(F)cc2)O1 (centres undefined)	nt	6%	nt	2%	nt	-0.4%	i	-4%	6%
CC(C)CNc1nc(Oc2ccc(OCC(N)=O)nn2)nc(N2CCOCC2)n1	9%	nt	9%	nt	nt	0.3%	nt	0%	2%
CCOC(=O)C1=CN(Cc2cccc(F)c2)S(=O)(=O)NC1c1ccc2ccccc2c1 (centres undefined)	-7%	-15%	?	-14%	?	-0.1%	i	13µM*	-11%
NC(=O)c1ccsc1NC(=O)c1ccc2c(c1)CCCC2	-21%	70%[activator]	?	-6%	29%	5.4%	?	?	-62%
Cc1ccc(S(=O)(=O)NC(CC(=O)N2CCOCC2)c2ccco2)cc1 (centres undefined)	-5%	1%	24%	5%	-8%	-0.7%	i	-25%	0%
Cc1ccc(S(=O)(=O)N2CCN(CC(=O)N/N=C/c3cc([N+](=O)[O-])ccc3Cl)CC2)cc1	0%	-3%	-24%	1%	7%	10%	i	-19%	8%
CCn1c(C)c(P(c2ccccc2)c2ccccc2)[n+]2ccccc12	-6%	?	?	3%	29%	2.6%	?	3%	1%
COc1ccc(NC(=O)CN(C)C(=O)c2cc(-c3ccc(C)o3)nc3ccccc23)cc1	-8%	7%	-31%	10%	?	3.2%	i	-22%	-1%
CCNC(=O)COc1ccc(-c2ccccc2)cc1	1%	65%[activator]	?	0%	7%	3.0%	i	2%	2%
Cc1ccc2oc(=O)c3cc(C(=O)NCCCN4CCCCCC4)sc3c2c1	7%	-6%	10%	3%	9%	0.7%	i	-5%	-10%
Cc1cc(NC(=O)CSc2nnc(NC(=O)C3CC(=O)N(c4ccccc4C)C3)s2)no1 (centres undefined)	-2%	0%	15%	7%	-2%	0.1%	?	-15%	1%
CCCn1c(C(CO)Nc2nc(-c3cccc(Br)c3)cs2)nc2ccccc21 (centres undefined)	-8%	?	3%	-20%	9%	-0.9%	?	?	-113%
Cc1cccc(C(=O)OC(C)C(=O)N2CCc3ccccc3C2)c1C (centres undefined)	-14%	4%	-1%	-4%	-1%	0.3%	?	-30%	-5%
COc1ccc(-n2ncc3c(N4CCN(Cc5ccccc5)CC4)ncnc32)cc1	?	?	?	-9%	21µM*	1.3%	?	-21%	-24%
Cc1nc(COC(=O)c2ccc(S(=O)(=O)N3CCCC3)cc2)cs1	3%	-4%	6%	3%	0%	0.3%	?	21%	9%
O=C(Cn1cnc2ccccc2c1=O)Nc1nnc(C2CC2)s1	-1%	6%	1%	-9%	-1%	-0.6%	i	?	33%
CCOC(=O)C1(CC2CC2)CCN(C(=O)c2cc(C)nc3ccc(CC)cc23)CC1	4%	-12%	?	-9%	5%	4.2%	i	-34%	-36%
Cc1c(Cc2ccccc2)c(=O)oc2cc(OCC(=O)NCc3ccccn3)ccc12	1%	-28%	?	-19%	0%	0.0%	i	-15%	-50%
Cc1ccc(C23CC4CC(CC(C(=O)NCC(=O)O)(C4)C2)C3)cc1	-5%	nt	?	-1%	-4%	0.4%	i	-12%	-12%
COCCn1c(SCC(=O)Nc2ccccc2OC)nc2ccccc21	0%	-2%	3%	-16%	8%	-0.4%	i	-7%	-34%
O=C(OCC(=O)N1CCN(C(=O)c2ccco2)CC1)c1cc(S(=O)(=O)Nc2ccc(Cl)cc2)ccc1O	2%	-11%	-3%	-7%	21%	0.5%	i	-2%	-4%
CCOC(=O)c1oc2ccc(S(=O)(=O)n3nc(-c4ccc(C)cc4)cc3N)cc2c1C	-2%&-1%	1%&4%	-18%&4%	-15%	1%	-0.2%&-0.9%	i	?	-36%&-16%
CC(C)OC(=O)CSc1nnc(Cc2ccccc2)n1Cc1ccco1	0%	3%	10%	7%	?	0.0%	i	?	10%
COc1ccccc1C(O)P(=O)(OCC(C)C)c1ccc(N(C)C)cc1 (centres undefined)	3%	-7%	-13%	6%	-5%	0.1%	i	-4%	-1%
COc1ccc(NC(=O)C2CCCN2S(=O)(=O)c2ccc3c(c2)CCC(=O)N3)cc1Cl (centres undefined)	-10%	-8%	-15%	-9%	3%	8.6%	i	-9%	-17%
Cc1ccc(S(=O)(=O)N2CCN(C(=O)CCNC(=O)c3ccccc3Cl)CC2)cc1	9%	1%	-12%	1%	1%	-0.1%	i	15%	-1%
COc1ccc(CCNCc2ccc(OCc3ccccc3)cc2)cc1	-4%	-29%	?	-5%	?	12%	i	?	-101%
N#Cc1c(-c2ccccc2)c(-c2ccccc2)n[nH]c1=O	-15%	-4%	-16%	8%	2.6µM*	0.1%	i	-10%	-2%
CCOc1ccc(N(Cc2cc3cc(OC)ccc3[nH]c2=O)S(C)(=O)=O)cc1	-19%	-8%	-3%	9%	-1%	-0.4%	i	-9%	-16%
CNC(=O)CSc1nc(SC)ns1	-1%	nt	4%	4%	2%	0.1%	i	11%	-3%
CCOc1ccc(NC(=O)N2CCC(NC(=O)C(Cc3cccc(F)c3)NC(C)=O)CC2)cc1 (centres undefined)	-2%	16%	-8%	0%	-1%	0.3%	i	3%	4%
COc1c(C)c2c(c(O)c1C/C=C(\C)CCC(=O)O)C(=O)OC2	-8%	37%&33%[activator]	?	9%	-33%[inhibitor]	0.2%	?	2%	-29%
CC1CCC(C(=O)c2c(O)c3ccccc3oc2=O)CC1 (centres undefined)	-23%	-17%	?	5%[57.1 µM]	9%	7.5%	i	-17%	-45%
CCOC(=O)C1(Cc2ccccc2)CCCN(C2CCCC2)C1 (centres undefined)	11%	-1%	0%	1%	8%	-0.6%	i	7%	0%
CC(C)C(NC(=O)c1ccccc1)C(=O)OCC(=O)N1CCN(c2ccccc2)CC1 (centres undefined)	0%	-2%	-4%	2%	7%	-0.1%	i	1%	8%
C=CCN(CC=C)Cc1cc(=O)oc2cc(OC)c(Cl)cc12	nt	-3%	nt	32µM*	nt	5.3%	i	?	-16%
COC(=O)c1ccccc1NC(=O)CSc1nnc(-c2cccnc2)n1C	1%	5%	19%	6%	2%	0.4%	i	-5%	-15%
O=c1c2c(nc3cc(-c4ccccc4)[nH]n13)CCC2	-4%	-16%	nt	-1%	-14%	2.6%	i	24%	5%
O=C(O)C/C=C(\NC(=O)OCc1ccccc1)C(=O)OCc1ccccc1	2%	nt	6%	-5%	11%	0.0%	?	-10%	-11%
CCOC(=O)N1CCC(=NNc2nc(C)cc(=O)[nH]2)CC1	-1%	nt	2%	0%	1%	2.8%	i	0%	-3%
Cn1c(N)c(Sc2ccccc2[N+](=O)[O-])c(=O)n(C)c1=O	-5%	-1%	-3%	1%	5%	0.2%	i	5%	2%
Fc1ccc(N2CCN(c3ncnc4c3nc3n4CCCC3)CC2)cc1	7%	-27%	?	nt	nt	-0.2%	i	?	-26%
Cc1ccc(OCCCC(=O)Nc2nccs2)cc1	5%	21%	14%	5%	-9%	3.3%	i	-12%	-11%
Cc1ccccc1S(=O)(=O)Cc1ccc(C(=O)NC2CCCC2)o1	-2%	11%	?	6%	-2%	-1.6%	i	6%	-12%
CCOC(=O)CN1Cc2cccc(C(=O)O)c2C1=O	0%	15%	5%	2%	-2%	-1.4%	i	-3%	6%
O=c1[nH]c2cc3ccccc3cc2nc1C(F)(F)F	2%	-8%	4%	-4%	-1%	9.1%	nt	21%	-2%
CCN(CC)CCCNC(=S)Nc1ccc(Br)cc1	-1%	-7%[11.3 µM]	-10%	3%	8%	0.7%	i	-21%	-21%
CCc1ccc(CN2CCCC(CCC(=O)N3CCN(c4ccccn4)CC3)C2)o1 (centres undefined)	0%	nt	5%	-10%	3%	2.8%	i	?	-27%
CC(C(O)c1cc(=O)c(OCc2ccccc2)co1)[N+](=O)[O-] (centres undefined)	-6%	nt	-2%	14%	22%	1.0%	?	-18%	2%
CCOc1ccc2nc(NC(=O)c3nc(SCc4ccc(C)cc4)ncc3Cl)sc2c1	-6%	-1%	7%	nt	nt	1.4%	i	-1%	2%
